From PubChem BioAssay
NOD2 inhibition: NOD2 signaling inhibitors, cell-based, luminescence, uHTS, HEK293 (AID 1566); one-dose inhibition, % at 4 µM; EC50 in µM for titrated hits; HEK293 NOD2/NF-kB luciferase reporter, luminescence; higher % means a stronger effect; 0.63% of 290,000 active; note: many of its hits are not listed in these tables
NOD1 NF-kB reporter: NOD1 signaling inhibitors, primary screen, cell-based, luminescence, uHTS (AID 1578) | 1% of 290,000 active | one-dose inhibition, % at 4 µM; EC50 in µM for titrated hits | NOD1-driven NF-kB luciferase reporter cells, luminescence; higher % means a stronger effect; in the data active = inhibition mostly above about 36%, no sharp cut-off; inactive = mostly below about 34%;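 note: HEK-293T reporter cells stimulated with the NOD1 agonist gamma-tri-DAP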
KOR beta-arrestin-1: KOR antagonists, beta-arrestin recruitment, cell-based, luminescence, uHTS (AID 1778) | Kappa-type opioid receptor (Homo sapiens) | KOR beta-arrestin recruitment, luminescence, antagonist mode; higher % means a stronger effect | one-dose inhibition, % at 10 µM; IC50 in µM for titrated hits | 0.091% of 290,000 active; note: strong numbers were not always called active
HIV fusion peptide: inhibitors of HIV fusion peptide binding, primary screen, biochemical, uHTS, fluorescence dequenching (AID 1986). 0.3% of 290,000 active. cell-free peptide binding, fluorescence dequenching, 30 min; higher % means a stronger effect. inhibition, % at 20 µM; hits with a dose series show IC50 in µM; in the data active = inhibition mostly above about 52%, no sharp cut-off; inactive = mostly below about 76%; note: some results filed as inactive read as strong as hits
Yfh1-depleted yeast: enhancers of respiration in Yfh1-depleted yeast, dose response, Friedreich's ataxia, plus single-dose screen (AID 1465). S. cerevisiae Yfh1-off respiration, WST-1 reduction, 72 h; higher fold induction means a stronger effect. one-dose fold induction at 50 µM; EC50 in µM for titrated hits. 0.074% of 220,000 active;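 active = fold induction of absorbance versus untreated yeast above a set limit, then at least 30% activation at any dose in follow-up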;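 note: activators that raise dye reduction in frataxin-depleted yeast; strong numbers were not always called active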
West Nile virus CPE: West Nile virus antiviral activity, cell-based, CPE readout (AID 1621); West Nile virus-infected cells, CPE inhibition; higher % means a stronger effect; CPE inhibition, % at 10 µM; hits with a dose series show IC50 in µM; 0.02% of 290,000 active; in the data active = a potency from the dose series; note: strong numbers were not always called active
KOR beta-arrestin-2: KOR agonists, beta-arrestin recruitment, primary screen, cell-based, luminescence, uHTS (AID 1777); 0.02% of 280,000 active; KOR beta-arrestin recruitment, luminescence; higher % means a stronger effect; activation, % at 10 µM; hits with a dose series show EC50 in µM; in the data active = activation above about 50%, passing the limit was not always enough; note: a part of the inactive calls stands beside numbers as strong as those of hits
AID2073: inhibitors of Mint1-CaV2.2 protein interaction, biochemical, HTRF (AID 2073) | Voltage-dependent N-type calcium channel subunit alpha-1B (Homo sapiens) | HTRF protein-protein interaction, Mint1-CaV2.2; higher % means a stronger effect | one-dose inhibition, % at 20 µM; IC50 in µM for titrated hits | 0.19% of 290,000 active; in the data active = inhibition mostly above about 51%, no sharp cut-off; note: some results filed as inactive read as strong as hits
NS5 inhibitors: Dengue-2 NS5 methyltransferase inhibitors, primary screen, biochemical, confirmation dose response (AID 588689) | inhibition, % at 25 µM, or IC50 in µM where a hit was titrated | Dengue-2 NS5 methyltransferase capping enzyme assay, biochemical; higher % means a stronger effect | Genome polyprotein (Dengue virus type 2 (strain 16681-PDK53)) | 0.3% of 340,000 active; in the data active = a potency from the dose series
NS5 inhibitors pilot replicate: recorded beside NS5 inhibitors, whose call it bears; inhibition, %; measured here: pilot screen replicate inhibition
* marks the source's active call; other numbers are inactive results; i = inactive; . = not tested or not shown; & = joins results of further samples; [ ] = remark or other dose. Cut-off read from the data, not from the text of the source, unless noted: active = inhibition above about 50%; inactive = the rest.

SMILES | NOD2 inhibition | NOD1 NF-kB reporter | KOR beta-arrestin-1 | HIV fusion peptide | Yfh1-depleted yeast | West Nile virus CPE | KOR beta-arrestin-2 | AID2073 | NS5 inhibitors | others
CCCC(=O)Nc1cc(C)c(NC(=O)C23CC4CC(CC(C4)C2)C3)cn1 | 9% | -40% | 2% | 0.7% | i | 0.0% | -2.8% | 19% | -2%
COCCN(C)C(=O)CCc1nnc(Cc2ccc(-c3ccccc3)cc2)o1 | 25% | -29% | -10% | 0.5% | i | -0.7% | -8.4% | 4% | 2%
COc1ccc(CCC(=O)NCCCNC(=O)CCc2ccc(OC)cc2)cc1 | 3% | -23% | 3% | 1.8% | i | 0.8% | 3.5% | 7% | -2%
O=C(NCCc1ccc(S(=O)(=O)N2CCCC2)cc1)c1cccs1 | -10% | -10% | -12% | -0.5% | i | 0.3% | 2.8% | -11% | 1%
CCC(Sc1ncccc1C(=O)OCCN1CCCC1=O)C(=O)NCc1ccco1 (configuration not stated) | 14% | -13% | -54% | 0.3% | i | -0.4% | 9.1% | -25% | 0%
CNC(=O)c1cc(C(=O)c2ccccc2Br)c[nH]1 | -8% | -6% | -27% | -1.0% | . | 0.9% | -0.7% | 5% | 1%
C/C(=N\NC(=O)c1ccccc1O)c1ccc(NC(=O)Cc2ccccc2)cc1 | 5% | -12% | 8% | 1.9% | . | 1.8% | -1.3% | 15% | -1%
Cc1cc(/C=C(\C#N)C(=O)O)c(C)n1CC1CCCO1 (configuration not stated) | 1% | -36% | -7% | -1.2% | i | 0.5% | -1.4% | 6% | -9%
COc1cc(C2C(C(N)=O)=C(C)Nc3nc(CCCO)nn32)cc(OC)c1OC (configuration not stated) | 3% | -7% | -38% | 0.5% | i | 0.0% | 1.2% | 2% | 1%
CCCCOCCCNC(=O)CN1C(=O)c2ccccc2C1=O | 4% | -8% | -42% | -0.8% | i | 0.3% | 6.2% | -2% | -4%
CCc1cccc(NC(=O)C2CCCN(S(=O)(=O)c3cccs3)C2)c1 (configuration not stated) | . | . | -45% | 3.3% | . | -0.4% | 5.7% | 4% | -12%
O=C(CSc1nc2ccccc2n1CC(=O)NCc1ccccc1)NCc1ccco1 | 10% | -4% | . | 10% | i | -0.4% | . | -1% | -10%
Cc1cc(C(=O)Nc2nc(-c3ccccn3)cs2)ccc1[N+](=O)[O-] | . | . | 23% | -2.0% | i | -1.5% | -4.2% | 8% | -5%
Clc1ccc(CN=C2Nc3ccccc3CS2)cc1 | -129% | -53% | -26% | 0.4% | i | -0.3% | 5.7% | 8% | -11%
Cc1ccc(NC(=O)CCCC(=O)O)c(-c2nc3ccccc3[nH]c2=O)c1 | 8% | -6% | 24% | -2.3% | . | -0.4% | 6.4% | 9% | -2%
CCC(=O)N1CCc2cc(Br)cc(S(=O)(=O)N3CCN(C(=O)c4ccco4)CC3)c21 | 11% | -17% | 27% | 1.4% | i | 0.3% | -0.6% | 1% | -4%
CCN(C(=O)c1cn(C)c(=O)c2ccccc12)c1ccccc1F | -9% | -2% | 50% | -0.9% | . | -0.4% | -3.5% | 7% | -9%
C=CCN1CC(=O)N2Cc3[nH]c4ccccc4c3C[C@H]2C1=O | -2% | -15% | -16% | 0.8% | . | -0.8% | -2.5% | 2% | -5%
COc1ccc(S(=O)(=O)N(Cc2cc3ccc(OC)cc3[nH]c2=O)CC2COCCO2)cc1 (configuration not stated) | -20% | -2% | -40% | 2.8% | i | 0.1% | -2.0% | 0% | 1%
CC1CNCCN1S(=O)(=O)c1cccc2cnccc12 (configuration not stated) | 15% | -14% | -44% | 1.4% | i | 0.5% | 0.3% | 6% | -5%&-9%
O=C(/C=C/c1ccc(F)cc1)NC(=S)N1CCN(Cc2ccccc2)CC1 | 5% | -6% | 19% | -0.3% | i | -0.9% | 0.3% | -15% | 5%
Cc1ccc(-n2nnnc2-c2cccc(C)c2)cc1 | 5% | -27% | 1% | 0.5% | i | -0.5% | -1.3% | -15% | -6%
CCO/C(C)=C1\C(=O)N(CC)c2ccccc21 | 5% | -3% | -19% | -0.5% | i | 0.1% | 11% | -4% | .
COc1ccccc1NC(=O)C1CCCN1C(=O)NCc1ccccc1 (configuration not stated) | 4% | -17% | 18% | 0.9% | i | -0.2% | 9.2% | -3% | -2%
CC(C)C(NC(=O)c1ccco1)C(=O)NCC(c1ccco1)N(C)C (configuration not stated) | 21% | 10% | 12% | 2.2% | i | -0.6% | -3.3% | 5% | 6% | NS5 inhibitors pilot replicate=0.9

By substructure: the entries above containing bromine
SMILES | NOD2 inhibition | NOD1 NF-kB reporter | KOR beta-arrestin-1 | HIV fusion peptide | Yfh1-depleted yeast | West Nile virus CPE | KOR beta-arrestin-2 | AID2073 | NS5 inhibitors | others
CNC(=O)c1cc(C(=O)c2ccccc2Br)c[nH]1 | -8% | -6% | -27% | -1.0% | . | 0.9% | -0.7% | 5% | 1%
CCC(=O)N1CCc2cc(Br)cc(S(=O)(=O)N3CCN(C(=O)c4ccco4)CC3)c21 | 11% | -17% | 27% | 1.4% | i | 0.3% | -0.6% | 1% | -4%

Other structures.
SMILES | NOD2 inhibition | NOD1 NF-kB reporter | KOR beta-arrestin-1 | HIV fusion peptide | Yfh1-depleted yeast | West Nile virus CPE | KOR beta-arrestin-2 | AID2073 | NS5 inhibitors | others
CCOc1ccc(N(CC(=O)N2CCN(c3ccccc3OC)CC2)S(=O)(=O)c2ccc(F)cc2)cc1 | -13% | -28% | 15% | 1.0% | . | -1.0% | -1.0% | 10% | -2%
Cc1cccn2c(=O)c3cc(C(=O)NC4CCCC4)sc3nc12 | 11% | -22% | -7% | 1.1% | . | -0.7% | 7.9% | 32% | -7%
Cc1cc(C)cc(NC(=O)C2CCN(S(=O)(=O)c3c(C)n[nH]c3C)CC2)c1 | 20% | 8% | 38% | 1.1% | i | -0.4% | -1.4% | 4% | -5%
COc1ccccc1N(CC(=O)N1CCCC1)S(=O)(=O)c1ccc(C)cc1 | 15% | 2% | -14% | 2.5% | . | -0.2% | -3.3% | 1% | -8%
O=C(NC(=O)c1ccccc1N1CCCCC1)Nc1ccc(Br)cc1 | 8% | -8% | -16% | 1.1% | i | -0.3% | 0.0% | 12% | 2%
CCCCCNCc1ccc(Cl)cc1 | -9% | 2% | -31% | -3.2% | i | 0.1% | -1.3% | 0% | -1%
CCOc1cccc(/C=C/c2ccc3cccc(O)c3n2)c1O | . | . | -16% | 2.5% | . | -1.2% | 0.4% | 34% | -3%
Nc1cc(C(=O)O)ccc1N1CCCCC1 | 12% | -17% | -8% | 16% | i | 0.3% | -2.4% | 15% | 11%
COc1cccc(C2CC(c3cccs3)=NN2C(=O)c2ccco2)c1O (configuration not stated) | 12% | -6% | 7% | -1.7% | . | 0.4% | -6.3% | -2% | -8%
COc1ccc(CSc2nnc3[nH]c(=O)cc(N)n23)cc1 | 17% | -14% | 2% | 3.0% | i | 0.5% | -3.2% | 1% | -4%
CCOc1ccc2[nH]c(=O)c(CN(CCO)C(=O)c3ccccc3F)cc2c1 | 4% | -18% | -18% | 3.1% | i | -0.1% | 8.4% | -5% | 3%
O=C(NC1CCCCC1)c1ccc(S(=O)(=O)N2CCCCC2)cc1 | 4% | -19% | -26% | -1.0% | i | -1.1% | -1.5% | 3% | 0%
CC(C)C(=O)OCCN=C1NS(=O)(=O)c2ccccc21 | 6% | 6% | -23% | 24% | i | 0.0% | -3.1% | 1% | -8%
O=C1c2cccc(Sc3ccccc3)c2C(=O)c2c(Sc3ccccc3)cccc21 | 6% | 2% | 34% | -4.7% | i | -0.6% | -3.2% | 5% | .
O=C(COc1cccnc1[N+](=O)[O-])Nc1ccc(N2CCOCC2)cc1 | 4% | -27% | 16%[20 µM] | -2.6% | i | 0.0% | -1.8% | 8% | -4%
CCOC(=O)c1cnc(SCC(=O)N2CCN(C(=O)c3ccco3)CC2)nc1N | 0% | -2% | -16% | 0.8% | i | -0.4% | 26% | -5% | -1%
Fc1cccc2sc(N3CCCCC3)nc12 | -62% | -21% | 16% | -0.6% | i | 0.1% | -2.1% | 0% | -1%
COc1ccccc1N1CCN(Cc2nc3ccsc3c(=O)[nH]2)CC1 | 11% | 25% | 28% | 0.8% | i | 0.0% | -1.5% | 15% | -3%
Cc1nonc1OCCNCc1c(C(=O)N2CCCCCCC2)nc2ccc(Cl)cn12 | -11% | -14% | -3% | 0.9% | i | -1.0% | -1.6% | -14% | -3%
COc1ccc(CNC(=O)CN2C(=O)NC(C)(c3cccc4ccccc34)C2=O)cc1OC (configuration not stated) | 5% | -28% | -12% | -0.1% | . | -0.1% | 4.1% | 12% | 2%
O=C(Nc1cccnc1)C1CCN(S(=O)(=O)c2cccs2)CC1 | -7% | -38% | -40% | 0.8% | i | 1.5% | 5.9% | 1% | -13%

Ordered by length of the SMILES (highest first): part of the list above
SMILES | NOD2 inhibition | NOD1 NF-kB reporter | KOR beta-arrestin-1 | HIV fusion peptide | Yfh1-depleted yeast | West Nile virus CPE | KOR beta-arrestin-2 | AID2073 | NS5 inhibitors | others
Cc1nonc1OCCNCc1c(C(=O)N2CCCCCCC2)nc2ccc(Cl)cn12 | -11% | -14% | -3% | 0.9% | i | -1.0% | -1.6% | -14% | -3%
O=C(COc1cccnc1[N+](=O)[O-])Nc1ccc(N2CCOCC2)cc1 | 4% | -27% | 16%[20 µM] | -2.6% | i | 0.0% | -1.8% | 8% | -4%
O=C(NC1CCCCC1)c1ccc(S(=O)(=O)N2CCCCC2)cc1 | 4% | -19% | -26% | -1.0% | i | -1.1% | -1.5% | 3% | 0%
Cc1cccn2c(=O)c3cc(C(=O)NC4CCCC4)sc3nc12 | 11% | -22% | -7% | 1.1% | . | -0.7% | 7.9% | 32% | -7%
Fc1cccc2sc(N3CCCCC3)nc12 | -62% | -21% | 16% | -0.6% | i | 0.1% | -2.1% | 0% | -1%

Reprinted at random: 4 entries already listed, in no set order.
SMILES | NOD2 inhibition | NOD1 NF-kB reporter | KOR beta-arrestin-1 | HIV fusion peptide | Yfh1-depleted yeast | West Nile virus CPE | KOR beta-arrestin-2 | AID2073 | NS5 inhibitors | others
Cc1cccn2c(=O)c3cc(C(=O)NC4CCCC4)sc3nc12 | 11% | -22% | -7% | 1.1% | . | -0.7% | 7.9% | 32% | -7%
Cc1nonc1OCCNCc1c(C(=O)N2CCCCCCC2)nc2ccc(Cl)cn12 | -11% | -14% | -3% | 0.9% | i | -1.0% | -1.6% | -14% | -3%
COc1ccc(CNC(=O)CN2C(=O)NC(C)(c3cccc4ccccc34)C2=O)cc1OC (configuration not stated) | 5% | -28% | -12% | -0.1% | . | -0.1% | 4.1% | 12% | 2%
CCOc1ccc2[nH]c(=O)c(CN(CCO)C(=O)c3ccccc3F)cc2c1 | 4% | -18% | -18% | 3.1% | i | -0.1% | 8.4% | -5% | 3%

Some of the compounds tested (hit frequency here may not be typical).
